# Bim-Mcl-1 – inhibitors of Bim peptide binding to Mcl-1, primary screen, biochemical, bead-based flow cytometry, multiplex | Induced myeloid leukemia cell differentiation protein Mcl-1 (Homo sapiens), Q07820 | Bim peptide-Mcl-1 binding | inhibition, % at 10 µM | 190,000 tested, 0.1% active | AID 1009, 2008;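 note: 0% = no compound tracer wells and 100% = peptide blocker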
# Target sequence (Q07820 whole entry, looked up): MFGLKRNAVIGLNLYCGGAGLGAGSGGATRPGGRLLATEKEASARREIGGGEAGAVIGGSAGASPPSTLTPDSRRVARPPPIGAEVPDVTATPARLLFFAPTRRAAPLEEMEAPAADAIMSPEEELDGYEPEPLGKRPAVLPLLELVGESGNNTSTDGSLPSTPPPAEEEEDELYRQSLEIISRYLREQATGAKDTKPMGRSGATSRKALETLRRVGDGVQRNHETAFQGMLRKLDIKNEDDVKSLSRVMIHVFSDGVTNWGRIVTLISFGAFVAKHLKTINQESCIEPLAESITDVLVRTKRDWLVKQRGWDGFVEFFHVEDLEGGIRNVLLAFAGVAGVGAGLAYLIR
# Mcl1-Bid inh – Mcl-1/Bid binding inhibitors, primary screen, biochemical, TR-FRET, 1536-well. inhibition, % at 21.7 µM. 220,000 tested, 0.97% active. Induced myeloid leukemia cell differentiation protein Mcl-1 (Homo sapiens), Q07820. TR-FRET Mcl-1/Bid-Dy647 peptide binding;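 active = compounds that cut the binding signal by more than half at the single screening dose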;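 note: His-tagged Mcl-1 with europium anti-His antibody binding Bid BH3 peptide; 0% = Mcl-1 plus peptide wells and 100% = peptide-only wells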
# Bcl-2 Bim block – inhibitors of Bim-Bcl-2 binding, primary screen, biochemical, multiplexed, human Bcl-2 family. inhibition, % at 10 µM. 190,000 tested, 0.06% active. Bead-based flow cytometry, Bim peptide-Bcl-2 binding. Apoptosis regulator Bcl-2 (Homo sapiens), P10415; in the data active = inhibition above about 40%; inconclusive = no clear call, values can overlap the other calls;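 note: 0% = no compound wells with probe peptide and 100% = reference peptide inhibitor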
# Target sequence (P10415 whole entry, looked up): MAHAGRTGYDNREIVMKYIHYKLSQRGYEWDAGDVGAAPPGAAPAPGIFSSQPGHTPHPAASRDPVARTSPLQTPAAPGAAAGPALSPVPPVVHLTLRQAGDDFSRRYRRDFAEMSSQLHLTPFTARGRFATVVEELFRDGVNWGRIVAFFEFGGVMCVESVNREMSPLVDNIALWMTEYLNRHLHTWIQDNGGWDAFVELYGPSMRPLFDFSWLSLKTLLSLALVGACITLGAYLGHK
# Bim-Bcl-XL – inhibitors of Bim-Bcl-XL binding, primary screen, biochemical, multiplexed, bead flow cytometry, human Bcl-XL. inhibition, % at 10 µM. Bim peptide-Bcl-XL binding, fluorescence. 190,000 tested, 0.04% active. Bcl-2-like protein 1 (Homo sapiens), Q07817
# Target sequence (Q07817 whole entry, looked up): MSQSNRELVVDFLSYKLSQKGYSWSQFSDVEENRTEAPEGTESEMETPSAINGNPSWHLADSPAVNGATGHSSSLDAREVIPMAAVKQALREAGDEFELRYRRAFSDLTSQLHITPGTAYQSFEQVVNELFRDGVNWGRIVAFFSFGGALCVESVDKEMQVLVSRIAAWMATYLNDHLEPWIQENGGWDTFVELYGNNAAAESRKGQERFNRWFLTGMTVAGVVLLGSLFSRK
# Bim-Bfl-1 – inhibitors of Bim binding to Bfl-1, primary screen, biochemical, multiplexed, bead-based flow cytometry. Bcl-2-related protein A1 (Homo sapiens), Q16548. Bim-Bfl-1 binding inhibition. inhibition, % at 10 µM. 190,000 tested, 0.12% active. AID 1008, 2008;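 note: 0% = wells without compound plus tracer and 100% = blocker peptide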
# RGS7-Gao – RGS7-Galphao binding modulators, primary screen, biochemical, multiplexed bead flow cytometry; binding response (% of control), % at 10 µM; 220,000 tested, 0.35% active; Guanine nucleotide-binding protein G(o) subunit alpha (Homo sapiens), P09471; AID 1439, 2008; actives lie on both sides; in the data active = binding response below about 49% or above about 150%; inconclusive = no clear call, values can overlap the other calls; inactive = in between;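 note: fluorescent Galphao held in activated GDP-AlF4 state binding bead-coupled RGS7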
# RGS4-Gao reg – modulators of RGS4 binding to Galphao, primary screen, biochemical, multiplexed bead flow cytometry; 220,000 tested, 0.33% active; actives lie on both sides; Guanine nucleotide-binding protein G(o) subunit alpha (Homo sapiens), P09471; binding response (% of control), % at 10 µM; AID 1415, 2008; in the data active = binding response below about 49% or above about 150%; inactive = in between;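 note: fluorescent Galphao activated with aluminum fluoride binding bead-coupled RGS4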
# Bcl-B Bim block – inhibitors of Bim-Bcl-B binding, primary screen, biochemical, multiplexed, human Bcl-2 family | Bcl-2-like protein 10 (Homo sapiens), Q9HD36 | bead-based flow cytometry, Bim peptide-Bcl-B binding | 190,000 tested, 0.073% active | inhibition, % at 10 µM;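 note: 0% = tracer peptide without compound and 100% = reference inhibitor peptide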
# Target sequence (Q9HD36 whole entry, looked up): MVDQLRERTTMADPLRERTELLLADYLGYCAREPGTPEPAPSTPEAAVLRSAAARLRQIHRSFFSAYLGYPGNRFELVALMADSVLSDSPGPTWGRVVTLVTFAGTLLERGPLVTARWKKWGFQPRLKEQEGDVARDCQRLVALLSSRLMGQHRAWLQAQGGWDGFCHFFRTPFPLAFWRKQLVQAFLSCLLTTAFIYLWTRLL
# Mcl1-Noxa inh – Mcl-1/Noxa binding inhibitors, primary screen, biochemical, TR-FRET, 1536-well. Induced myeloid leukemia cell differentiation protein Mcl-1 (Homo sapiens), Q07820. TR-FRET Mcl-1/Noxa peptide binding, 2 h. inhibition, % at 21.7 µM. AID 1022, 2008. 220,000 tested, 1.5% active;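 active = compounds that cut the protein-peptide binding signal by more than 50% relative to plate controls in a single-dose test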;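 note: His-tagged Mcl-1 with rhodamine Noxa BH3 peptide and terbium anti-His antibody; 0% = Mcl-1 plus Noxa peptide wells and 100% = peptide-only wells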
# RGS8-Gao reg – RGS8-Galphao binding modulators, primary screen, biochemical, multiplexed bead flow cytometry. Guanine nucleotide-binding protein G(o) subunit alpha (Homo sapiens), P09471. actives lie on both sides. response (percent of control binding), % at 10 µM. 220,000 tested, 0.34% active. AID 1423, 2008; in the data active = response below about 60% or above about 140%; inactive = in between;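 note: Galphao activated as the GDP aluminium fluoride complex binding bead-coupled RGS8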
# Bcl-W Bim block – inhibitors of Bim binding to Bcl-W, primary screen, biochemical, multiplexed, bead-based flow cytometry | Bcl-2-like protein 2 (Homo sapiens), Q92843 | Bim peptide-Bcl-W binding | inhibition, % at 10 µM | 190,000 tested, 0.02% active;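 note: 0% = bound tracer without compound and 100% = peptide blocker; higher means less fluorescent Bim peptide bound to Bcl-W beads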
# Numbers without * were called inactive; ? = inconclusive; . = not tested or not shown. Cut-off read from the data, not from the text of the source, unless noted: active = inhibition above about 40%.
SMILES,Bim-Mcl-1,Mcl1-Bid inh,Bcl-2 Bim block,Bim-Bcl-XL,Bim-Bfl-1,RGS7-Gao,RGS4-Gao reg,Bcl-B Bim block,Mcl1-Noxa inh,RGS8-Gao reg,Bcl-W Bim block
CC(=O)Nc1ccc(S(=O)(=O)NNC(=O)c2sc(=S)n(C)c2C)cc1,0,-30,0,0,4,110,103,5,16,101,4
COc1ccc(OC)c(C(=O)CC2OC(=O)c3ccccc32)c1 (configuration not stated),1,-3,2,-4,-5,99,101,-1,10,98,0
Cc1ccc(NC(=O)c2c(Cl)n(C)c3ccccc23)cc1,1,2,-1,0,0,96,98,0,-4,98,0
C/C(=C\c1ccc2c(c1)OCO2)C(=O)c1c(C)cc(C)[nH]c1=O,1,-9,-1,-1,-5,107,101,0,13,108,-1
CC1(C)Cc2c(sc3nc4n(-c5ccccc5)c(=O)c(CCC(=O)O)nn4c(=O)c23)CO1,.,-67,.,.,.,?,100,.,-152,100,.
N#Cc1cc(C#N)c(N2CCN(c3cccc(Cl)n3)CC2)nc1N,0,-18,0,3,0,99,100,-2,-1,102,0
COc1cccc(C(=O)NNC(=O)Cc2csc(N)n2)c1,0,-51,-2,0,-2,102,102,-1,11,102,0
Cc1cc(Nc2ccccc2)n2nc(C)c(-c3ccccc3)c2n1,.,0,.,.,.,?,106,.,1,104,.
CCOc1ccc(C2N(c3ccc(OC)cc3)C(=O)C3CCCN32)cc1OC (configuration not stated),0,-8,-4,-4,-6,96,94,-4,14,95,0
O=C(Nc1cccc(S(=O)(=O)NC2=NCCCCC2)c1)C1COc2ccccc2O1 (configuration not stated),-3,-29,-5,-4,-2,97,99,-2,20,102,-2
Cc1noc(C)c1C(=O)N1CCN(Cc2ccc3c(c2)OCO3)CC1,-2,-14,-4,-1,-4,91,89,0,-6,100,-1
COc1ccc(/C=N/N=C2/NC(=O)C(CC(=O)O)S2)cc1OS(=O)(=O)c1ccccc1 (configuration not stated),1,3,-1,-3,-1,?,101,-2,24,102,0
CC(C)C1Cc2c(sc3[nH]c(=S)n(Cc4ccccc4)c(=O)c23)CO1 (configuration not stated),0,-147,-5,-2,-8,107,101,-6,-78,97,1
O=C(c1cccnc1Cl)N(Cc1ccccc1)Cc1ccccc1,-1,-9,-1,2,-5,95,102,-2,13,102,-3
COc1cc(/C=C/C(=O)OCC(=O)Nc2cc(C)c(C)cc2[N+](=O)[O-])ccc1O,.,41,.,.,.,?,103,.,93*,103,.
CC(C)c1ccc(N(C(=O)C(F)(F)F)C(C(=O)NC2CCCCC2)c2ccncc2)cc1 (configuration not stated),1,-28,2,3,0,93,96,1,-14,98,1
CCOc1ccc(C(=O)N2CCN=C2SC)cc1OCC,-1,-8,1,1,-1,98,90,0,19,103,3
O=C1OCCC1Sc1nnc(-c2ccc(F)cc2)n1Cc1ccccc1 (configuration not stated),-2,-10,2,-1,1,100,103,0,-7,99,-1
O=C(NCCc1ccccn1)c1ccc(OC(F)F)cc1,0,-25,3,-1,-2,101,101,-5,-3,104,2
Cc1ccc(OCC(=O)N2CCN(c3nnc(-c4ccccc4)c4ccccc34)CC2)cc1,0,-18,-4,3,-13,106,103,-3,4,100,1

# Some entries already given with just RGS4-Gao reg and RGS8-Gao reg:
Compound	RGS4-Gao reg	RGS8-Gao reg
O=C1OCCC1Sc1nnc(-c2ccc(F)cc2)n1Cc1ccccc1 (configuration not stated)	103	99
O=C(Nc1cccc(S(=O)(=O)NC2=NCCCCC2)c1)C1COc2ccccc2O1 (configuration not stated)	99	102

# Further results follow:
SMILES,Bim-Mcl-1,Mcl1-Bid inh,Bcl-2 Bim block,Bim-Bcl-XL,Bim-Bfl-1,RGS7-Gao,RGS4-Gao reg,Bcl-B Bim block,Mcl1-Noxa inh,RGS8-Gao reg,Bcl-W Bim block
COc1ccc2cc(/C=N/NC(=O)c3ccc(CN(c4ccc(C)c(C)c4)S(C)(=O)=O)cc3)c(Cl)nc2c1,-1,-2,3,-2,-2,102,103,-1,22,102,-3
O=C(CCC(=O)N1CCN(c2ccccn2)CC1)Nc1nnc(C2CCCCC2)s1,-1,-26,-12,2,-11,97,104,-5,.,104,0
Cc1cccc(-n2cc(-c3ccccc3)c3c(=O)[nH]cnc32)c1,-10,-5,-11,-15,-17,89,91,-17,4,95,-9
O=C1/C(=C\c2cccs2)N=C(c2cccs2)N1Nc1ccccc1,11,-11,12,11,-3,103,98,-12,11,100,11
COCCNC(=O)CN(C(=O)Cn1nnc2ccccc21)c1ccc(F)c(Cl)c1,-1,-1,-4,-3,-15,99,103,-5,0,101,0
Cc1ccc(S(=O)(=O)Oc2ccccc2/C=N/NC(N)=S)cc1,-1,-73,0,0,0,112,108,-1,21,119,-3
O=C(CSc1nc2ccccc2n1Cc1ccc(Cl)cc1)N/N=C/c1ccc(C(=O)O)cc1,0,-4,-2,-1,-3,?,96,-1,28,100,2
O=C(Nc1nc(-c2ccccc2)cs1)c1ccc(Br)o1,-9,6,-12,-9,-7,109,106,-22,20,101,0
CCCN(CCC)CC(O)Cn1cc(/C=C/C(=O)c2ccccc2)c2ccccc21 (configuration not stated),-2,-32,-2,-2,-10,?,106,-14,19,104,-4
CC1CC(C)CN(CC(=O)N2c3ccccc3CCc3ccccc32)C1 (configuration not stated),-3,20,-5,-1,0,103,103,-4,30,118,0
CCN(CC)S(=O)(=O)c1ccc(N(C)Cc2ccc(C(F)(F)F)cc2)nc1,-1,6,0,-2,-1,102,104,1,11,102,-3
C=CCn1c(SCC(=O)c2c(N)n(CCC)c(=O)n(C)c2=O)nc2sc(CC)cc2c1=O,-4,13,-3,-1,1,99,97,-2,-68,102,-4
CCOc1ccc(NC(=O)[C@@H](NC(=O)OCc2ccccc2)[C@@H](C)CC)cc1,-20,-23,-2,-13,-3,102,103,-7,5,102,-8
COc1ccc2c(c1)c(=O)oc1cc(O)ccc12,0,-10,-4,-1,-3,101,103,0,6,104,-1
CCOC(=O)N1CCN(C(=O)CCCCCn2c(=S)[nH]c3cc4c(cc3c2=O)OCO4)CC1,-3,-22,1,-1,-1,98,97,-8,16,95,0
O=C(COC(=O)C1(c2ccc(F)cc2)CCCC1)N1CCOCC1,-4,2,-1,-14,-4,108,107,0,8,114,-4
O=c1ccc2cc(S(=O)(=O)N3CCN(c4cc(Cl)ccc4Cl)CC3)ccc2o1,-2,-9,-9,-12,-9,.,.,-10,0,.,3
CC(=O)N=c1c(C#N)cc2c(=O)n3cccc(C)c3nc2n1CCCOC(C)C,.,-11,.,.,.,?,95,.,-4,95,.
C=CCN(CC=C)S(=O)(=O)c1ccc(NC(=S)NC(=O)c2ccco2)cc1,0,-22,-7,-4,-8,100,104,-6,6,104,-2
c1ccc2[nH]c(CSc3nccs3)nc2c1,24,-25,1,2,6,99,98,1,1,124,17

# An excerpt from above in order of length of the SMILES, falling.
SMILES,Bim-Mcl-1,Mcl1-Bid inh,Bcl-2 Bim block,Bim-Bcl-XL,Bim-Bfl-1,RGS7-Gao,RGS4-Gao reg,Bcl-B Bim block,Mcl1-Noxa inh,RGS8-Gao reg,Bcl-W Bim block
O=c1ccc2cc(S(=O)(=O)N3CCN(c4cc(Cl)ccc4Cl)CC3)ccc2o1,-2,-9,-9,-12,-9,.,.,-10,0,.,3
CC(=O)N=c1c(C#N)cc2c(=O)n3cccc(C)c3nc2n1CCCOC(C)C,.,-11,.,.,.,?,95,.,-4,95,.
O=C(CCC(=O)N1CCN(c2ccccn2)CC1)Nc1nnc(C2CCCCC2)s1,-1,-26,-12,2,-11,97,104,-5,.,104,0

# Going on with the list.
SMILES,Bim-Mcl-1,Mcl1-Bid inh,Bcl-2 Bim block,Bim-Bcl-XL,Bim-Bfl-1,RGS7-Gao,RGS4-Gao reg,Bcl-B Bim block,Mcl1-Noxa inh,RGS8-Gao reg,Bcl-W Bim block
CCOc1ccc(S(=O)(=O)N(C)c2ccc(OCC(=O)NCc3ccco3)cc2)cc1,-1,-20,-6,-2,-12,99,103,-5,2,104,-3
CN1CCN(c2ccc(Cl)cc2NC(=O)c2ccc(S(=O)(=O)N(C)C)cc2)CC1,0,8,-4,-3,1,95,100,-1,55*,101,-3
N#CC1=C(S)N(c2ccccc2)C(c2ccco2)NC1=O (configuration not stated),-3,-44,-4,-4,0,102,102,-7,10,104,-2
O=C1CSC(c2cccnc2)N1C1CCCCC1 (configuration not stated),0,-4,-2,-2,-2,90,93,-7,8,97,0
COc1ccc(C2Nc3ccccc3C(=O)N2Cc2ccccc2)cc1Cn1nnc2ccccc21 (configuration not stated),-6,-11,-12,-6,-21,94,96,-11,3,100,-3
NC(=O)C1=C[C@H](c2ccccc2)C[C@H](OCc2ccc(CO)cc2)O1,0,-11,-3,-1,-5,100,103,-2,-1,102,0
N/C(Cc1cccc2ccccc12)=N\OC(=O)c1ccc2c(c1)OCO2,5,-22,7,1,16,98,101,0,-7,101,5
O=C(CC1CCCCC1)NCc1ccc(F)cc1,0,-18,0,-5,-5,99,97,-3,11,100,2
CN1CC(=O)N(CC(=O)NCCc2ccc(F)cc2)c2ccccc2C1=O,0,-26,-8,-6,-9,102,100,-8,-2,100,-4
COc1cccc(Nc2nnc(SCC(=O)N3CC(C)OC(C)C3)s2)c1 (configuration not stated),0,-18,-9,-5,-8,104,100,-8,-7,99,-3
O=c1[nH][nH]cc1C=NCc1cccc(C(F)(F)F)c1,0,-12,0,0,-4,?,96,-3,-12,97,0

# Records listed above shown as hits in Mcl1-Noxa inh.
SMILES,Bim-Mcl-1,Mcl1-Bid inh,Bim-Bcl-XL,Bim-Bfl-1,RGS7-Gao,RGS4-Gao reg,Bcl-B Bim block,Mcl1-Noxa inh,RGS8-Gao reg,Bcl-W Bim block
COc1cc(/C=C/C(=O)OCC(=O)Nc2cc(C)c(C)cc2[N+](=O)[O-])ccc1O,.,41,.,.,?,103,.,93*,103,.
CN1CCN(c2ccc(Cl)cc2NC(=O)c2ccc(S(=O)(=O)N(C)C)cc2)CC1,0,8,-3,1,95,100,-1,55*,101,-3
